# HP1b binding inh: HP1-beta chromodomain-methylated histone interaction inhibition | AlphaScreen HP1-beta / biotin-H3K9me3 peptide binding | Potency, µM (series often up to 114 µM), inactives show at the top dose activity change, negative = inhibition, actives largely listed as inhibitors | 0.56% of 390,000 active | AID 540317; note: potency is the fitted concentration of half-maximal effect; nearly all actives have a fitted effect of over 70% in size; inactives centre near 23
# Target sequence (P83916 whole entry, looked up): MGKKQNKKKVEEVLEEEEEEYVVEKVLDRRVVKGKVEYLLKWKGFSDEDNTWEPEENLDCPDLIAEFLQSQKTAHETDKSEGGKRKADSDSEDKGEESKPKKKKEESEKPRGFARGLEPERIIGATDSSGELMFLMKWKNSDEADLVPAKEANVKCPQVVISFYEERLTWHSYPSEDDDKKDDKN
#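 HP1-beta protein (50 nM final) preincubated 30 min at room temperature with biotinylated H3(1-18)K9me3 peptide (50 nM) in PBS pH 7.4, 0.01% Tween-20, then compound added for 30 min. AlphaScreen streptavidin donor/nickel chelate acceptor beads (10 ug/mL final), 30 min dark, luminescence read.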
# PGK inhibitor: inhibitors of T. brucei phosphoglycerate kinase; P07378; PGK/GAPDH coupled, Kinase-Glo luminescence, 60 min; Potency, µM (series often up to 57.5 µM), inactives show at the highest dose activity change, negative = inhibition, most hits filed as inhibitors; 0.043% of 380,000 active; note: potency is the fitted concentration of half-maximal effect; % is set by controls: 0 for no effect and ±100 for the full control effect; nearly all actives have a fitted effect of over 60% in size
#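 Luminescent ATP detection (Kinase-Glo Plus) follows a 60-minute room-temperature incubation, with wells lacking PGK as controls. Buffer: 100 mM TEA (pH 7.6), 5 mM MgCl2, 0.01% Tween-20. Coupling enzyme GAPDH (100 nM final) supplies unstable 1,3-BPG in-well.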
# USP1 inh: inhibitors of human USP1/UAF1 deubiquitinase; O94782; recombinant USP1/UAF1, Ub-Rhodamine cleavage fluorescence; Potency, µM (doses to about 57.1 µM), for the others: at the highest dose activity change, negative = inhibition, most hits filed as inhibitors; 0.23% of 390,000 active; AID 743255; note: potency is the fitted concentration of half-maximal effect; % is set by controls: 0 for no effect and ±100 for the full control effect; nearly all actives have a fitted effect of over 60% in size; inactives centre near -12
# Target sequence (O94782 whole entry, looked up): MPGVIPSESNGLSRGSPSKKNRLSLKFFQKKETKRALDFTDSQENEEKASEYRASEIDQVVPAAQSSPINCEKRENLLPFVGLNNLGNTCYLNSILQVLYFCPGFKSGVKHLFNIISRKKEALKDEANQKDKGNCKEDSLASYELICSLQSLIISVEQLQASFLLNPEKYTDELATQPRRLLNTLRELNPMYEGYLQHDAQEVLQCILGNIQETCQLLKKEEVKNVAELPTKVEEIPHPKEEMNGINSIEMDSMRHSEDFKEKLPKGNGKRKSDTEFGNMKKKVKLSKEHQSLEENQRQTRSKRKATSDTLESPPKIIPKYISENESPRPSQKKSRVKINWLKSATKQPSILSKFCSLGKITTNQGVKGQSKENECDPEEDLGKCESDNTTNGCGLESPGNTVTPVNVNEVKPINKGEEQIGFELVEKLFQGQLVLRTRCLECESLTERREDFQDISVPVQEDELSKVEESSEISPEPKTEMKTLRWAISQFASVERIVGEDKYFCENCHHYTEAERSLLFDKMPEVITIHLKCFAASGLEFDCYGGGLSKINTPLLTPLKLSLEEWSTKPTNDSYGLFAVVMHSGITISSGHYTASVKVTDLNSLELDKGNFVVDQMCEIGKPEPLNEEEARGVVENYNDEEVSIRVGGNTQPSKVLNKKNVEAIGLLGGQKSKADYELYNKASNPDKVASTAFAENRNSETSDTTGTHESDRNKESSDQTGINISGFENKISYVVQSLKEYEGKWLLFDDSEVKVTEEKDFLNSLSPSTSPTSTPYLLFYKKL
#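 High-throughput fluorogenic screen: 1nM USP1/UAF1 complex, Ub-Rho substrate 150nM final, 50mM HEPES pH 7.8 with 0.5mM EDTA, 0.1 mg/ml BSA, 1mM TCEP and 0.01% Tween-20.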
# mIDH1 inhibitor: inhibitors of human mutant IDH1 R132H | IDH1-R132H enzyme, NADPH consumption, diaphorase/resazurin fluorescence | Potency, µM (titrated, usually from 76.6 µM), inactives show at the top dose activity change, negative = inhibition, usual class: inhibitors | 0.093% of 390,000 active; note: potency is the fitted concentration of half-maximal effect; % is set by controls: 0 for no effect and ±100 for the full control effect; nearly all actives have a fitted effect of over 65% in size
#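 IDH1-R132H (0.5 ug/mL) preincubated 30 min with compound, then NADPH (0.016 mM) and alpha-KG (2 mM) added; 80 min at RT, pH 7.5. Remaining NADPH coupled via diaphorase/resazurin to fluorescence (540/590 nm); concentration-response curves normalized to no-enzyme control.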
# TrxR1 substrate: rat thioredoxin reductase 1 substrate activity; purified TrxR1 substrate turnover, NADPH consumption readout; Potency, µM (top dose mostly 114 µM), without a hit: at the highest dose activity change, negative = substrate turnover; 0.01% of 390,000 active; note: potency is the fitted concentration of half-maximal effect; % is set by controls: 0 for no effect and ±100 for the full control effect; nearly all actives have a fitted effect of over 50% in size
#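 Rat TrxR1, dispensed at 90 nM, was prereduced with 400 uM NADPH (final) for 5 min at ~22 deg C, then incubated with compound 15 min before 400 uM selenite. A first-read NADPH fluorescence drop versus no-compound background flagged substrates.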
# PI4K2A inh: inhibitors of human PI4K2A | Q9BTU6 | activity change, negative = inhibition, % at 76.9 µM | purified PI4K2A, ADP-Glo luminescence, 1 h; hits give low values | 0.13% of 420,000 active; in the data active = activity change below about -50%; inconclusive = mostly about -30% to -49%;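 note: -100% = wells without enzyme as full effect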
#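 ADP-Glo luminescence measured ADP generated by PI4K2A enzyme (4 ug/mL before mixing) with 1.2 mM PI substrate (pre-mix) and 300 microM ATP (pre-mix). Tris pH7.5 buffer with MgCl2, Triton X-100; 1 h reaction at ambient temperature.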
# rTrxR1 inhibitor: blocks rat thioredoxin reductase 1; O89049; recombinant rTrxR1, NADPH fluorescence consumption, selenite substrate; Potency, µM (titrated, usually from 114 µM), for the others: at the top dose activity change, negative = inhibition, most hits filed as inhibitors; 1% of 390,000 active; note: potency is the fitted concentration of half-maximal effect; % is set by controls: 0 for no effect and ±100 for the full control effect; nearly all actives have a fitted effect of over 65% in size
#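 Rat TrxR1 (90 nM in the dispensed reagent) was pre-reduced with 400 uM NADPH for 5 min at room temperature, then incubated with compound for 15 min. After 400 uM selenite was added, NADPH fluorescence (Ex 340/Em 450 nm) was followed for 8 min.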
# GLS inhibitor: blocks human kidney-isoform glutaminase activity; O94925; GLS enzymatic activity, qHTS titration; Potency, µM (titrated, usually from 45.5 µM), without a hit: top-dose activity change, negative = inhibition, actives largely listed as inhibitors; 0.21% of 410,000 active; AID 624170; note: potency is the fitted concentration of half-maximal effect; % is set by controls: 0 for no effect and ±100 for the full control effect
#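 hKGA in 45 mM KH2PO4 pH 8.2, 0.02% Tween-20 with pin-transferred compounds; 1 mM L-glutamine (stock) plus glutamate oxidase/HRP/Amplex Red coupling added. Fluorescence read initially and after 30 min at RT.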
# Pin1 inh: blocks the human prolyl isomerase Pin1. Q13526. Pin1 FP peptide displacement, HiFluor488, 10 min. Potency, µM (titrated, usually from 115 µM), for the others: at the top dose activity, negative = inhibition, usual class: inhibitors. 0.009% of 390,000 active; active = well fitted inhibition curve with a large enough effect in the polarisation, with a control signal flat, not every such curve was filed as active; inconclusive = small, poorly fitted or top-dose-only effect, or effect the other way, or a change in a side signal; inactive = no such curve, though single readings can be large or run the other way; the % refers to the polarisation; note: potency is the fitted concentration of half-maximal effect; % is set by controls: 0 for no effect and ±100 for the full control effect
# * hit, by the source's call; i = inactive; ? = inconclusive; . = not tested or not shown; & = joins results of further samples; [ ] = dose if it differs, or a comment. Unless noted, calls come from the whole dose curve; as a rule, active = well fitted curve in the direction sought with a large enough effect; inconclusive = small, poorly fitted or top-dose-only effect, or another doubt; inactive = no such curve, though single readings can be large; an effect the other way counts as inactive or inconclusive. An excerpt. The share of hits here may be higher or lower than overall.
SMILES,HP1b binding inh,PGK inhibitor,USP1 inh,mIDH1 inhibitor,TrxR1 substrate,PI4K2A inh,rTrxR1 inhibitor,GLS inhibitor,Pin1 inh
Cc1ccccc1NS(=O)(=O)c1cc(C(=O)NCCSC2CCCCC2)ccc1C,17%,-10%,-15%,-1%,-3%,-1,17%,24%,17%
CC1CCN(CCCNC(=O)c2ccc3c(Cl)c4c(nc3c2)CCCC4)CC1,16%,-2%,-7%,-9%,3%,4,-4%,-3%,1%
CCCCc1nnc(NC(=O)CCS(=O)(=O)Cc2ccccc2)s1,22%,i,-15%,6%,-9%,5,-21%,-9%,7%
O=C(CNC(=O)c1ccc2c(c1)OCO2)N/N=C(Br)/C=C/c1ccccc1,21%,-11%,-15%,0%,9%[57.1 µM],0,14%[57.1 µM],-13%,10%
Cc1cccc(OCC(=O)Nc2ccc(-c3nc4cc(C)ccc4o3)c(O)c2)c1,32%,i,-2%,4%,65%[activator],-1,25%,-3%,?
CC(=O)Nc1ccc(NC(=O)CSc2ccc(-c3ccco3)nn2)cc1,6%,-13%,-9%,10%,21%,-16,?,17%,?
CCc1ccc(OCC(=O)N(Cc2cccs2)C2CCS(=O)(=O)C2)cc1 (configuration not stated),47%[activator],-10%,-14%,14%,-4%[57.1 µM],0,6%[57.1 µM],-4%,-3%
CC1CC(C)(C)CC2(C1)NC(=O)N(CC(=O)N(Cc1ccccc1)c1ccccc1)C2=O (configuration not stated),30%,-4%,-16%,-4%,-2%[57.1 µM],-1,7%[57.1 µM],-2%,11%
CC(=O)Nc1cccc(-c2csc(N)n2)c1,34%,5%,1%,-3%,-5%,3,0%,4%,-1%
O=C(c1c(F)cccc1F)N1CCN(S(=O)(=O)c2ccc3c(c2)OCCO3)CC1,39%[activator],-10%,.,.,2%,2,15%,3%,-5%&-5%
CCCCn1c(N)c(N(Cc2ccccc2OC)C(=O)COc2ccc(F)cc2Cl)c(=O)[nH]c1=O,14%,-3%,-24%,5%,8%,-3,30%[activator],-12%,0%
O=C(c1ccc2c(c1)N(Cc1ccccc1F)C(=O)c1ccccc1S2=O)N1CCC(Cc2ccccc2)CC1 (configuration not stated),7%,4%,-21%,-2%,-3%,2,12%,2%,9%
O=C(Nc1ccc(F)cc1F)C1CCCN(c2ncnc3c2nc2n3CCCCC2)C1 (configuration not stated),27%,-3%,-10%,1%,4%,2,9%,-1%,1%
CC(Sc1nnc(N)s1)C(=O)Nc1ccc2c(c1)OCCO2 (configuration not stated),19%,0%,-6%,-8%,-9%,1,-4%,9%,2%
CCN(CC)CC(O)CCCCCCCCC(=O)OC (configuration not stated),17%,i,-5%,4%,10%[57.1 µM],0,13%[57.1 µM],-3%,2%
CC(C)(C)NC(=O)C(c1ccco1)N(C(=O)Cn1nnc(-c2ccc(F)cc2)n1)c1ccccc1F (configuration not stated),16%,-1%,-9%,7%,-17%,-10,14%,3%,1%
O=C(CN1C(=O)CCC1=O)Nc1nc(-c2ccc(Oc3ccccc3)cc2)cs1,-3%,-7%,-13%,0%,2%[57.1 µM],3,5%[57.1 µM],10%,3%
CCOc1ccc(CNC(=O)c2c(C)nn(-c3ccc(F)cc3)c2-n2cccc2)cc1,71%[activator],-9%,?,4%,-6%,-11,13%,-2%,3%
COc1ccc(N2CCN(C(=O)C3CCN(S(=O)(=O)c4ccc(F)cc4)CC3)CC2)cc1,6%,0%,-10%,2%,-6%[57.1 µM],0,-10%[57.1 µM],0%,2%
CCCCCCC(=O)N(O)C1CC(=O)N(c2ccc(F)cc2)C1=O (configuration not stated),35µM*,-1%,2%,1%,12%[57.1 µM],1,3.5µM*,-13%,-1%
CCCSc1ccc2nc(-c3ccccc3)cn2c1,-3%,?,-17%,9%,4%,-68*,-14%,7%,5%
CC(C)(C)S(=O)c1cccs1 (configuration not stated),25%,2%,10%,5%,9%,2,10%,8%,-3%
Cc1ccc(C(O)CN2C3=NCCCN3c3ccccc32)cc1 (configuration not stated),25%,1%,-20%,0%,6%,-1,6%,-3%,1%
Cc1ccc(C(=O)NC(C)(COc2nonc2C)COc2nonc2C)cc1,30%,0%,8%,3%,8%[57.1 µM],-2,7%,0%,-4%
C=CCNC(=S)N1CCC(C(N)=O)CC1,32%,-1%,-17%,5%,4%[57.1 µM],-4,-16%,-3%,-9%
Cn1c(CCNC(=O)c2ccccc2Cl)n[nH]c1=S,9%,i,-11%,1%,-11%,-14,-27%,9%,-15%
O=C(CNC(=O)c1cccs1)NCC(=O)OCC(=O)c1ccccc1,29%,2%,-11%,4%,2%,-1,15%,-9%,1%
O=C(CN(Cc1ccc(F)cc1)S(=O)(=O)c1ccccc1)N1CCCCC1,24%,-5%,-22%,7%,3%,-6,11%,1%,0%
COC(=O)c1ccc(S(=O)(=O)N(Cc2ccccc2)Cc2ccccc2)n1C,92%[activator],i,-20%,4%,0%,1,22%,1%,2%
CNc1nc(Nc2ccc([N+](=O)[O-])cc2)nc(OCC(F)(F)F)n1,26%,-5%,-21%,2%,-4%,8,7%,-8%,?

# Two neighbouring records out of the list so far, quoted:
SMILES,HP1b binding inh,PGK inhibitor,USP1 inh,mIDH1 inhibitor,TrxR1 substrate,PI4K2A inh,rTrxR1 inhibitor,GLS inhibitor,Pin1 inh
Cc1ccccc1NS(=O)(=O)c1cc(C(=O)NCCSC2CCCCC2)ccc1C,17%,-10%,-15%,-1%,-3%,-1,17%,24%,17%
CC1CCN(CCCNC(=O)c2ccc3c(Cl)c4c(nc3c2)CCCC4)CC1,16%,-2%,-7%,-9%,3%,4,-4%,-3%,1%

# (next part)
SMILES,HP1b binding inh,PGK inhibitor,USP1 inh,mIDH1 inhibitor,TrxR1 substrate,PI4K2A inh,rTrxR1 inhibitor,GLS inhibitor,Pin1 inh
CC(=O)c1nnn(-c2c(F)cccc2F)c1C,42%[activator],-8%,-13%,0%,4%,2,34%,0%,-9%
O=C(O)c1ccc2c(c1)N(Cc1ccc(F)cc1Cl)C(=O)c1ccccc1S2,31%,-9%,-24%,3%,-8%[57.1 µM],2,-4%[57.1 µM],18%,-8%
CN(C)c1nc(N)nc(CSc2nnnn2-c2cccc3ccccc23)n1,11%,4%,-13%,-5%,-4%,5,3%,10%,-8%
COC(=O)c1c(C)[nH]c(/C=N/Nc2ccccc2)c1C,-2%,-6%,-1%,-1%,2%[57.1 µM],3,-44%,-8%,3%
CCN(C(=O)Cc1ccc(Br)cc1)C1CCCCC1,49%[activator],-6%,-13%,3%,9%,1,16%[57.1 µM],-6%,4%
COc1cc(NC(=O)CCN2CCOCC2)cc(OC)c1,33%,-9%,-9%,7%,-11%,3,4%[57.1 µM],-13%,-13%
CCOC(=O)c1sc2nccc(N(C)C)c2c1N=CN(C)C,13%,-8%,-15%,0%,12%[57.1 µM],-10,8%[57.1 µM],19%,3%
CCOC(=O)Cc1cnc(NC(=O)CSc2nc(C(C)C)cc(=O)[nH]2)s1,6%,17%,-5%,-3%,2%,-3,9%,0%,1%
O=S(=O)(CCN1CCN(C(c2ccccc2)c2ccccc2)CC1)C(F)(F)F,-10%,-5%,-9%,-1%,1%[57.1 µM],10,1.6µM*,0%,3%
COC(=O)c1ccc(C(=O)OC)c(NC(=O)CCc2ccc(C)o2)c1,22%,5%,-15%,19%,11%[57.1 µM],2,3%[57.1 µM],15%,-10%
COc1cc(NC2c3ncccc3C(=O)N2Cc2ccco2)cc(OC)c1OC (configuration not stated),20%,i,-11%,3%,-3%,2,3%,14%,-2%
COc1ccc(N2C(=O)CCC(C(=O)N(C)CCc3ccccn3)C2c2ccc(OC)c(OC)c2)cc1 (configuration not stated),41%[activator],-1%,-7%,-15%,-6%,?,-4%,15%,-4%
CCOC(=O)c1c(C)[nH]c(C(=O)Cn2nnc(-c3ccc(Cl)cc3)n2)c1C,3%,-16%,6%,6%,5%,-7,20%,-9%,-1%
COc1ccc(-n2c3c(cc(C(=O)NC4CCSC4=O)c2=O)C(=O)CC(C)(C)C3)cc1 (configuration not stated),33%,7%,-1%,5%,5%[57.1 µM],3,-10%[57.1 µM],0%,1%
COc1cccc(NC(=S)N2CCCC2)c1,45%[activator],-10%,-16%,6%,-4%,2,-13%,0%,-3%
CCOc1cccc(-c2c(C(=O)N/N=C/c3ccco3)nnn2-c2nonc2N)c1,44%[activator],7%,-17%,-3%,3%,2,4%,-12%,-2%
CCc1cccc2c(C(=S)N3CCCC3)c[nH]c12,25%,.,-15%,1%,-2%,-1,19%,12%,-10%
Cc1ccsc1C(=O)NNC(=O)C1CCCCC1C(=O)O (configuration not stated),57%[activator],6%,-10%,1%,4%,-4,11%,13%,-7%
CCCCOc1ccc(C(=O)Nc2ccc3oc(-c4cccnc4)nc3c2)cc1,30%,-5%,-6%,-9%,4%,1,20%,-4%,5%
CCCCn1c(N)c(N(CCOC)C(=O)c2cc(-c3ccc(F)cc3)nc3ccccc23)c(=O)[nH]c1=O,36%[activator],i,-9%,-8%,5%[57.1 µM],0,8%[57.1 µM],-7%,-13%
CC1CCC/C(=C\Nc2ccc3c(c2)OCO3)C1=O (configuration not stated),-10%,-1%,-15%,0%,6%,-6,-16%,2%,-13%
Cc1nn(CC(=O)NC2CCCCC2)c(C)c1[N+](=O)[O-],.,-6%,-3%,3%,.,3,.,-2%,.
